SIRT5 inh = blocks human SIRT5 desuccinylation of peptide | inhibition, % at 15 µM | Purified SirT5, succinyl-peptide AMC, trypsin-coupled fluorescence | 330,000 tested, 1.1% active | Q9NXA8; in the data active = inhibition above about 15%
Target sequence (Q9NXA8 whole entry, looked up): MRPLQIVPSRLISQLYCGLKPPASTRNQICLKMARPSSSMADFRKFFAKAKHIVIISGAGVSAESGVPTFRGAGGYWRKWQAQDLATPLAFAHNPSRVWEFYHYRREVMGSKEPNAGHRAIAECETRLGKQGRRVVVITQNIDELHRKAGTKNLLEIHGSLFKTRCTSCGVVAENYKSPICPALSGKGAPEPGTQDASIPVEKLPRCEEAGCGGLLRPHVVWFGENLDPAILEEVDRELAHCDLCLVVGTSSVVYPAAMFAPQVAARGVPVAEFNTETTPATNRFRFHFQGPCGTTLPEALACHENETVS
LGR2 antag = Drosophila LGR2 receptor signaling inhibition; HEK293 LGR2, CRE-luciferase, bursicon-stimulated, 4 h; inhibition, % at 9.99 µM; 380,000 tested, 0.35% active; AID 720647;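 active = drop in luminescence signal, shown as inhibition above about 50% in the replicate tests, limit read from the data, passing the limit was not always enough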;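 also: agonist challenge used bursicon conditioned medium at about half maximal strength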
esBAF inh = inhibitors of esBAF chromatin remodeling in mouse ES cells; Bmi1-luciferase knock-in reporter, 24 h; 100% = twice the neutral-well signal; 350,000 tested, 2% active; reporter increase, % at 12.5 µM; in the data active = activation above about 40%;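 also: 0% = median of the plate's neutral control wells and 100% = double that signal; a rise in the Bmi1 reporter signal indicates esBAF inhibition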
S100A4 MyoIIA = inhibitors of human S100A4 binding to myosin IIA peptide | 360,000 tested, 0.14% active | inhibition, % at 10.7 µM | P26447 | S100A4/TAMRA-MyoIIA peptide fluorescence polarization;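 active = mean inhibition of at least 70% across replicates, with every replicate also reaching that level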
Target sequence (P26447 whole entry, looked up): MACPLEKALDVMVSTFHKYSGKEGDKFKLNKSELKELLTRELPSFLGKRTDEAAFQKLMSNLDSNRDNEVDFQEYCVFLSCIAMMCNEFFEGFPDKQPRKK
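Material: S100A4 monomer protein / Buffer or medium: 50 mM HEPES pH 7.2, 10 mM CaCl2, 100 mM KCl / Times: 5 min incubation before reading / Benchmarks: neutral control DMSO, positive control TFP / Reagent: labelled myosin peptide probe, 5 nM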
CASP6 VEID inh = caspase-6 (human) enzyme inhibition | AID 686996 | P55212 | 350,000 tested, 0.53% active | purified caspase-6, Z-VEID-R110 cleavage fluorescence | inhibition, % at 12.5 µM;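 active = mean inhibition across replicates at least about 35%, with every replicate also reaching that limit, limit read from the data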;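 also: 0% = median of neutral control wells and 100% = no fluorescence left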
Target sequence (P55212 24-179 limits assumed): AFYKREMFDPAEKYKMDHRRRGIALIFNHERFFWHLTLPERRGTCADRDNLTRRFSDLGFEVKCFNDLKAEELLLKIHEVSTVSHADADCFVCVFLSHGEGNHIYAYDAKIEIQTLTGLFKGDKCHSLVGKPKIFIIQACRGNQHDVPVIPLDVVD
Target sequence (P55212 194-293 limits assumed): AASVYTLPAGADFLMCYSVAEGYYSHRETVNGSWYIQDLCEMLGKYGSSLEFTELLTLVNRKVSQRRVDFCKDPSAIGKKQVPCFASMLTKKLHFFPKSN
FN deposition inh = fibronectin deposition inhibition | AH1F fibroblasts, Alexa488-fibronectin deposition fluorescence, overnight | inhibition, % at 12.6 µM | 350,000 tested, 0.086% active | AID 743247;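 active = mean inhibition across replicates of 30% or more, regardless of how many single replicates reach that level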;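 also: positive control wells lacked labelled fibronectin entirely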
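Material: AH1F fibroblast monolayer depositing Alexa488-labelled fibronectin into matrix | Input: 10000 AH1F cells/well | Medium: DMEM plus 2% serum, read in PBS | Reagent: Alexa488-fibronectin, 24 nM final in well | Compound dosing: One dose per compound, pinned | Schedule: 1 h adhesion, overnight exposure | Measured by: Fluorescence at 485 nm excitation, 525 nm emission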
Statin myotox sup = suppressors of simvastatin-induced myotoxicity in C2C12 myotubes; ATP luminescence, 48 h; scaled: DMSO 0, geranylgeraniol control 100; rescue of ATP level, % at 7.49 µM; 330,000 tested, 0.78% active; AID 602340;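 active = mean ATP rescue above about 67%, or every replicate alone reaching that limit, limit read from the data, passing the limit was not always enough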;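 also: myotubes were challenged with 10 µM simvastatin during compound exposure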
Starred values were filed as active, the others as inactive; & = joins results of further samples. Some of the compounds tested; the hit share may differ from the screen's.

For O=C(NCC(c1ccco1)N1CCc2ccccc21)c1ccc([N+](=O)[O-])cc1 (configuration not stated) the results were SIRT5 inh 2, LGR2 antag 11, esBAF inh -3, S100A4 MyoIIA -1, CASP6 VEID inh 72*, FN deposition inh 6 and Statin myotox sup -5.
For O=C(Cc1ccccc1Cl)Nc1ccc(S(=O)(=O)N2CCOCC2)cc1 the results were SIRT5 inh -1, LGR2 antag -6, esBAF inh -6, S100A4 MyoIIA -8, CASP6 VEID inh 0, FN deposition inh -1 and Statin myotox sup -26.
Screening Cc1cc(C)c2c(CN3CCCCCCC3)cc(=O)oc2c1 returned SIRT5 inh -2, LGR2 antag -20, esBAF inh 7, S100A4 MyoIIA 4, CASP6 VEID inh -89, FN deposition inh -16 and Statin myotox sup -25.
For C[C@H](CO)N1C[C@H](C)[C@H](CN(C)C(=O)Nc2ccc3c(c2)OCO3)OCCCC[C@H](C)Oc2ccc(NC(=O)Nc3ccc(F)cc3)cc2C1=O the results were SIRT5 inh -2, LGR2 antag 19, esBAF inh 0, S100A4 MyoIIA -1 and CASP6 VEID inh 0.
`COc1ccc(NC(=O)c2cnn(-c3ccccc3)c2C)c(OC)c1` gave SIRT5 inh 3, LGR2 antag 4, esBAF inh 8, S100A4 MyoIIA -6, CASP6 VEID inh 1, FN deposition inh -4 and Statin myotox sup -4.
`CCC(=O)N(C)C[C@H]1Oc2cc(-c3ccc(C#N)cc3)ccc2S(=O)(=O)N([C@H](C)CO)C[C@H]1C` gave SIRT5 inh -2, LGR2 antag 11, esBAF inh 0, S100A4 MyoIIA 37, CASP6 VEID inh -1, FN deposition inh 6 and Statin myotox sup -20.
For CCS(=O)(=O)N1[C@H](CO)[C@H](c2ccc(C#CCC3CCCC3)cc2)[C@@H]1C#N the results were SIRT5 inh 0, LGR2 antag 8, esBAF inh -6, S100A4 MyoIIA -4, CASP6 VEID inh -1, FN deposition inh 1 and Statin myotox sup -25.
For O=C(COc1ccc(Br)cc1CNCCc1ccccc1)NCc1ccccc1 the results were SIRT5 inh -1, LGR2 antag 22, esBAF inh 23, S100A4 MyoIIA 0, CASP6 VEID inh 1, FN deposition inh -2 and Statin myotox sup -3.
Screening Fc1ccc(-c2ccc(C3[C@@H]4CN(Cc5ccccc5)C[C@H]3N4)cc2)cc1 (some centres not stated) returned SIRT5 inh -6&-10, LGR2 antag -10&-16, S100A4 MyoIIA 9&2, CASP6 VEID inh -2&6 and FN deposition inh -6&7.
Screening O=C(Nc1c(C(=O)N2CCOCC2)oc2ccccc12)c1cccc([N+](=O)[O-])c1 returned SIRT5 inh 2, LGR2 antag -5, esBAF inh -2, S100A4 MyoIIA 4, CASP6 VEID inh -1, FN deposition inh 1 and Statin myotox sup 0.
For OCC(O)C1OCOC(C(O)CO)C1O (configuration not stated) the results were SIRT5 inh -4, LGR2 antag -22, esBAF inh -6, S100A4 MyoIIA 4, CASP6 VEID inh -3, FN deposition inh 3 and Statin myotox sup -3.
Screening COc1ccc(CN(C)C[C@@H]2Oc3c(NC(=O)Nc4ccc(OC)cc4)cccc3C(=O)N([C@H](C)CO)C[C@H]2C)cc1 returned SIRT5 inh -4, LGR2 antag 6, esBAF inh 2, S100A4 MyoIIA 3 and Statin myotox sup 20.
O=C(O)c1oc2ccccc2c1CSc1ccc(Cl)cc1 was read as SIRT5 inh -2, LGR2 antag -3, esBAF inh -7, S100A4 MyoIIA -2, CASP6 VEID inh 3, FN deposition inh 3 and Statin myotox sup -2.
O=C(COC(=O)c1ccc([N+](=O)[O-])o1)Nc1cccc(S(=O)(=O)N2CCCCC2)c1 was read as SIRT5 inh 2, LGR2 antag 35, esBAF inh 4, S100A4 MyoIIA 4, CASP6 VEID inh 4, FN deposition inh -4 and Statin myotox sup 1.
CN(CC(=O)Nc1ncn[nH]1)S(=O)(=O)c1ccc(Cl)cc1 was read as SIRT5 inh 2, LGR2 antag -12, esBAF inh 1, S100A4 MyoIIA -1, CASP6 VEID inh 3, FN deposition inh 3 and Statin myotox sup 1.
Screening O=C(Cc1ccccn1)N1[C@@H]2CNc3ccccc3[C@@H]2[C@@H]1CO returned SIRT5 inh 0, LGR2 antag -7, esBAF inh -2, S100A4 MyoIIA 3, CASP6 VEID inh 0, FN deposition inh -20 and Statin myotox sup -4.
For CCCNS(=O)(=O)c1ccc(OCC(=O)Nc2ccccc2F)cc1 the results were esBAF inh -3, FN deposition inh 2 and Statin myotox sup 5.
CCCC#Cc1ccc([C@@H]2[C@@H](CO)N(C(=O)C3CCOCC3)[C@H]2C#N)cc1 was read as SIRT5 inh 0, LGR2 antag -7, esBAF inh -5, S100A4 MyoIIA -1, CASP6 VEID inh 1, FN deposition inh -12 and Statin myotox sup 0.
CCN(C(=O)CSc1nc(-c2cccs2)nc2ccccc12)C1CCS(=O)(=O)C1 (configuration not stated) was read as SIRT5 inh -1, LGR2 antag 12, esBAF inh -3, S100A4 MyoIIA 3, CASP6 VEID inh 5, FN deposition inh 0 and Statin myotox sup -6.
For O=C(CSc1nc2ccccc2c(=O)n1-c1ccc(Cl)cc1)N/N=C/C=C/c1ccccc1[N+](=O)[O-] the results were SIRT5 inh -8, LGR2 antag 16, S100A4 MyoIIA -1, CASP6 VEID inh 0 and FN deposition inh 5.
O=C(NC1CC1)c1cc(=O)c2ccccc2o1 was read as esBAF inh -1, FN deposition inh -2 and Statin myotox sup -1.
CCN(CC)c1ccc2cc(-c3nc4ccccc4n3C)c(=O)oc2c1 was read as LGR2 antag -49, esBAF inh 16, FN deposition inh 2 and Statin myotox sup -214.
For CCCOc1ccc(/C=C/C(=O)OCC(=O)N(C)c2c(N)n(Cc3ccccc3)c(=O)[nH]c2=O)cc1OCC the results were SIRT5 inh -7, LGR2 antag 2, esBAF inh -2, S100A4 MyoIIA 0, CASP6 VEID inh 2, FN deposition inh 0 and Statin myotox sup 8.
CCC(=O)Nc1ccc(C(=O)N/N=C/c2cccnc2)cc1 was read as LGR2 antag 8, esBAF inh -7 and Statin myotox sup 1.
Cc1cc(C)nc(-n2nc(C)cc2NC(=O)CN2CCCC2)n1 was read as SIRT5 inh -3, LGR2 antag 13, esBAF inh 0, S100A4 MyoIIA -1, CASP6 VEID inh 0, FN deposition inh 3 and Statin myotox sup -6.
For CCn1c(=O)cc(OCC(=O)Nc2cccc(C)n2)c2ccccc21 the results were esBAF inh 3, FN deposition inh 4 and Statin myotox sup 4.
Screening CN1C(=O)c2cc(NC(=O)Nc3cccc(C#N)c3)ccc2OC[C@H]2O[C@@H](CC(=O)Nc3ccc4c(c3)CCC4)CC[C@@H]21 returned SIRT5 inh 8, LGR2 antag 8, esBAF inh 4, S100A4 MyoIIA -3, CASP6 VEID inh -1, FN deposition inh -7 and Statin myotox sup -27.
Screening COc1ccc(Cl)cc1NC(=S)NCc1cccnc1 returned SIRT5 inh -1, LGR2 antag -17, esBAF inh -7, S100A4 MyoIIA 7, CASP6 VEID inh -7, FN deposition inh -3 and Statin myotox sup -7.
`O=C1CN(Cc2nc3cc(Cl)ccc3c(=O)[nH]2)CCN1` gave SIRT5 inh 6, LGR2 antag -3, esBAF inh -1, S100A4 MyoIIA 1, CASP6 VEID inh -3, FN deposition inh 2 and Statin myotox sup -2.
Screening COc1ccc2c3c([nH]c2c1)[C@@H](CO)N(S(=O)(=O)c1ccc(C)cc1)CC31CN(C(=O)Cc2cccnc2)C1 returned SIRT5 inh 4, LGR2 antag -19, S100A4 MyoIIA 6 and CASP6 VEID inh 1.
For COc1cccc(NC(=O)c2nnn(CC(=O)Nc3cc(C)cc(C)c3)c2N)c1 the results were SIRT5 inh -2, LGR2 antag -3, esBAF inh 11, S100A4 MyoIIA -5, CASP6 VEID inh 0, FN deposition inh -2 and Statin myotox sup 6.
Screening COc1ccc(N2C(=O)c3ccc(C(=O)Nc4ccccc4OC)cc3C2=O)cc1 returned SIRT5 inh -2, LGR2 antag 1, esBAF inh 4, S100A4 MyoIIA 2, CASP6 VEID inh -2, FN deposition inh -1 and Statin myotox sup -1.
For Cc1nc2ccc(S(=O)(=O)Nc3ccccc3C)cc2s1 the results were SIRT5 inh -1, LGR2 antag 0, esBAF inh -4, S100A4 MyoIIA -5, CASP6 VEID inh 1 and Statin myotox sup -11.
Screening O=C(COc1ccc(Br)cc1)Nc1ccc(Cc2ccncc2)cc1 returned SIRT5 inh -5, LGR2 antag 13, S100A4 MyoIIA 1, CASP6 VEID inh 2 and FN deposition inh -5.
COc1ccc(C(=O)NCC2CCN(C(=O)C(=O)c3cc4ccccc4o3)CC2)cc1 was read as LGR2 antag -7, S100A4 MyoIIA 1, CASP6 VEID inh -3 and FN deposition inh 8.
Screening COc1cc(CN2CCN(Cc3ccc(C)cc3)C(CCO)C2)cc(OC)c1O (configuration not stated) returned SIRT5 inh 14, LGR2 antag 14, S100A4 MyoIIA -7, CASP6 VEID inh -4 and FN deposition inh -2.
CCOc1nc(OCC)nc(-n2cc(-c3ccccc3)nn2)n1 was read as SIRT5 inh -3, LGR2 antag -9, esBAF inh 9, S100A4 MyoIIA 3, CASP6 VEID inh 0 and Statin myotox sup 17.
Screening C(=N\Nc1ccccc1)/c1nc2ccccc2s1 returned SIRT5 inh -5, LGR2 antag -15, S100A4 MyoIIA -33, CASP6 VEID inh -3 and FN deposition inh -5.
`C[C@@H]1CCCCO[C@@H](CN(C)C)[C@@H](C)CN([C@H](C)CO)C(=O)c2cc(NS(C)(=O)=O)ccc2O1` gave SIRT5 inh -4, LGR2 antag 17, esBAF inh -1, S100A4 MyoIIA -4, CASP6 VEID inh 2, FN deposition inh 0 and Statin myotox sup 22.
C[C@@H]1CN([C@@H](C)CO)C(=O)c2cccc(NC(=O)c3cnccn3)c2O[C@@H]1CN(C)Cc1ccc(C(=O)Nc2ccccc2N)cc1 was read as SIRT5 inh 4, LGR2 antag 4, esBAF inh -30, S100A4 MyoIIA -1, CASP6 VEID inh 0, FN deposition inh -11 and Statin myotox sup -27.
O=C(CN1C(=O)CCS(=O)(=O)c2ccccc21)Nc1ccc(F)cc1 was read as SIRT5 inh -4, LGR2 antag -4, esBAF inh 5, S100A4 MyoIIA 0, CASP6 VEID inh 2, FN deposition inh -5 and Statin myotox sup 6.
Screening CCCC#Cc1ccc2c(c1)O[C@H](CN(C)C(=O)CC1CC1)[C@H](C)CN([C@@H](C)CO)S2(=O)=O returned SIRT5 inh 3&2, LGR2 antag 5&2, esBAF inh -2&2&3, S100A4 MyoIIA 0&6&8, CASP6 VEID inh 6&-1&-1, FN deposition inh -2 and Statin myotox sup -10&-5&-15.
`CC(NC(=O)c1ccccc1F)c1cccc2ccccc12` (configuration not stated) gave SIRT5 inh 0, LGR2 antag 0, esBAF inh -3, S100A4 MyoIIA -2, CASP6 VEID inh 4, FN deposition inh -9 and Statin myotox sup 15.
Screening O=C(N1CCOCC1)[C@]1(Cc2ccccc2)N=C(c2ccc(OCCCO)cc2)O[C@@H]1c1ccccc1 returned SIRT5 inh -1, S100A4 MyoIIA 0 and CASP6 VEID inh 2.
`CCOC(=O)Cn1c(-c2ccccc2)cc(SC)c(C#N)c1=O` gave SIRT5 inh 0, LGR2 antag 3, esBAF inh -3, S100A4 MyoIIA 4, CASP6 VEID inh -1, FN deposition inh 1 and Statin myotox sup 0.
Screening O=C(NCc1ccccc1)C(c1ccncc1)N(C(=O)c1csnn1)c1cccc(F)c1 (configuration not stated) returned SIRT5 inh -2, LGR2 antag -2, esBAF inh 1, S100A4 MyoIIA -5, CASP6 VEID inh 0, FN deposition inh -2 and Statin myotox sup -7.

Source: PubChem BioAssay
